Compound activity as filed in PubChem.
M. tuberculosis GlmU: inhibition of mycobacterial GlmU enzyme – biochemical, glucosamine-1-phosphate acetyltransferase (AID 1376); Bifunctional protein GlmU (Mycobacterium tuberculosis (strain ATCC 25618 / H37Rv)); M. tuberculosis GlmU acetyltransferase enzyme assay; higher % means a stronger effect; inhibition, %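 (tested at 30 µM in the primary screen)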; hits with a dose series show IC50 in µM; 220,000 tested, 0.25% active; in the data active means inhibition above about 13%; inconclusive means no clear call, values can overlap the other calls;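 further: 0% = complete reaction with vehicle and 100% = reaction without substrate; strong numbers were not always called active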
RmlCD inh 1536: M. tuberculosis RmlC/RmlD coupled enzyme inhibitors, primary screen, biochemical, compound mixtures, 384-well, from 1536-well plates; dTDP-4-dehydrorhamnose reductase (Mycobacterium tuberculosis (strain ATCC 25618 / H37Rv)) …; RmlC+RmlD coupled enzyme assay, percent inhibition; primary screen in compound mixtures; inhibition, % at 3.6 µM; 160,000 tested, 0.03% active; in the data active means inhibition mostly above about 34%, no sharp cut-off; inconclusive means no clear call, values can overlap the other calls; inactive means mostly below about 22%; further: some results filed as inactive read as strong as hits
Target sequence (P9WH09 whole entry, looked up): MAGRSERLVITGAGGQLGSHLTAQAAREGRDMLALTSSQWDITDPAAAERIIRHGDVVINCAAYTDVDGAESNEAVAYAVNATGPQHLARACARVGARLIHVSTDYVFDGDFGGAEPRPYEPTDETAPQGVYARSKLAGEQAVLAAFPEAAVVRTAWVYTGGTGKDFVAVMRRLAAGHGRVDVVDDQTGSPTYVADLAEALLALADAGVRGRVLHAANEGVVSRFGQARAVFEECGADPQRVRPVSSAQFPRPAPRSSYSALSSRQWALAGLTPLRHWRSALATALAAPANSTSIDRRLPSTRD
Target sequence (P9WH11 whole entry, looked up): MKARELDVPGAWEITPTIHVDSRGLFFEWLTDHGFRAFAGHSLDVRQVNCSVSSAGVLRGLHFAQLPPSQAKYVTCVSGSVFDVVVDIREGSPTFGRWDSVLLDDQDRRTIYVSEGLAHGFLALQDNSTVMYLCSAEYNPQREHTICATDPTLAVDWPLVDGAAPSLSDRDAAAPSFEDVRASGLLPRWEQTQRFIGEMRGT
Starred values were filed as active, the others as inactive; ? = inconclusive; nt = no result given.

Start of the data: the first 5 entries (preview)
Below each SMILES – M. tuberculosis GlmU, RmlCD inh 1536
COc1cnn(-c2ccccc2)c(=O)c1SCc1ccc(Cl)c(Cl)c1
→ -5.6%, 10
Cc1ccc(S(=O)(=O)N2CCCCC2C(=O)O)cc1 (centres undefined)
→ 1.8%, -10
COc1ccc(/C=N\Nc2ncc(F)c(N3CCOCC3)n2)cc1OC
→ 1.6%, 3
CC(C)(C)c1cc(S(=O)(=O)CCc2ccccn2)cc(C(C)(C)C)c1F
→ 1.0%, 6
CCn1nc(C)c(CCC(=O)O)c1C
→ 3.8%, -4

Main list, previewed entries included:
Below each SMILES – M. tuberculosis GlmU, RmlCD inh 1536
COc1cnn(-c2ccccc2)c(=O)c1SCc1ccc(Cl)c(Cl)c1
→ -5.6%, 10
Cc1ccc(S(=O)(=O)N2CCCCC2C(=O)O)cc1 (centres undefined)
→ 1.8%, -10
COc1ccc(/C=N\Nc2ncc(F)c(N3CCOCC3)n2)cc1OC
→ 1.6%, 3
CC(C)(C)c1cc(S(=O)(=O)CCc2ccccn2)cc(C(C)(C)C)c1F
→ 1.0%, 6
CCn1nc(C)c(CCC(=O)O)c1C
→ 3.8%, -4
O=C(NC(=S)Nc1ccc(S(=O)(=O)Nc2nccs2)cc1)c1ccc(Br)o1
→ 0.8%, 14
O=C(CCC1CCCCC1)NCc1ccncc1
→ 4.1%, -12
Cn1c2ccc(F)cc2c2ncn(CCN3CCOCC3)c(=O)c21
→ 1.0%, 7
CCC(CC)c1nnc(NC(=O)c2cccnc2SC)s1
→ 2.5%, -7
CC(C)Cn1[nH]c2c3c(ccc2c1=O)C(=O)c1ccccc1C3=O
→ -1.4%, -7
CCCn1ncc(CN2CCC(CO)(Cc3ccc(OC)cc3)CC2)c1C
→ 2.4%, -6
CCN1CCN(C(c2cccs2)C(C)NS(=O)(=O)c2ccc(C)cc2)CC1 (centres undefined)
→ -3.9%, 10
O=C(Nc1ccccc1)C1C2CCC3C(CCC21)C3(Cl)Cl (centres undefined)
→ -0.6%, 22
Fc1ccccc1COc1ccc(Br)cc1CNCC1CCCO1 (centres undefined)
→ -0.9%, 10
CN(c1ccc(C(=O)NCCSCc2ccc(Cl)cc2)cc1)S(=O)(=O)c1ccccc1
→ 4.2%, -12
Fc1ccc(C(CCCn2nnc(-c3cccnc3)n2)c2ccc(F)cc2)cc1
→ -5.0%, 16
O=C(CSc1nccc(=O)[nH]1)Nc1cccc(S(=O)(=O)N2CCOCC2)c1
→ 0.4%, nt
COc1ccc(CNC(=O)C(C)N(Cc2ccco2)C(=O)c2snc(C(N)=O)c2N)cc1 (centres undefined)
→ 5.6%, -2
COC(=O)CN1C(=O)[C@@H]2[C@H](C1=O)[C@@H]1CC(C(=O)OC)=C[C@@H](C(=O)OC)[C@@H]3C1=C(C(=O)[C@@]3(C)NC(=O)c1ccccc1)[C@@H]2C
→ -0.4%, nt
CC(C)(C)NC(=O)C1Cc2ccccc2CN1 (centres undefined)
→ -1.9%, 0
CC(CCc1ccccc1)NC(=O)/C=C/c1ccccc1 (centres undefined)
→ 1.5%, 62
CCCC(C)C(=O)Nc1ccccc1C(=O)OCC (centres undefined)
→ -1.2%, 6
O=C(CSc1nnc(CNC(=O)c2c(F)cccc2Cl)o1)Nc1ccc2c(c1)OCCO2
→ 2.3%, -8
COc1cccc(-c2csc(NC(=O)Oc3ccccc3)n2)c1
→ -4.0%, 1
Nc1cc(N)nc(SCC(=O)NCc2ccco2)n1
→ 9.3%, -8
CCN(CC)CCOC(=O)c1ccc(NC(=O)C(C)NC(=O)C23CC4CC(CC(C4)C2)C3)cc1 (centres undefined)
→ 0.2%, nt
CCOc1ccc(CNC(=O)CCn2c(=O)oc3ccccc32)cc1
→ -1.5%, nt
CS(=O)(=O)Nc1ccc(C(=O)NC2CC3CCC2C3)cc1 (centres undefined)
→ 3.3%, 1
CCCC/S(C)=N/S(=O)(=O)c1ccc(C)cc1 (centres undefined)
→ -0.5%, nt
O=S(=O)(NC1CC1)c1ccc(S(=O)(=O)N2CCCc3ccccc32)cc1
→ -5.9%, -3
C=CCn1c(SCCN2CCOCC2)nc2c1c(=O)[nH]c(=O)n2C
→ 6.7%, 11
O=C(Nc1ccccc1F)N(Cc1ccc(F)cc1)Cc1nc2ccccc2c(=O)[nH]1
→ -0.8%, 0
Cc1cccc(-n2ncc(C#N)c2N)c1
→ 0.5%, 9
Cc1c(CN(C)C)c2c(n1Cc1ccccc1)C(=O)c1ccccc1-2
→ 1.1%, 3
Cc1cccc(Nc2nnc(SCC(=O)NC3CCCc4ccccc43)s2)c1C (centres undefined)
→ 0.9%, 7
COc1ccc(C(=O)C2CCCN(Cc3ccsc3)C2)cc1OC (centres undefined)
→ -5.4%, nt
O=C(Nc1cccc(S(=O)(=O)NCc2ccco2)c1)c1cc(-c2ccc(F)cc2)nc2ccccc12
→ 0.1%, 0
C=Cn1ccnc1P(=S)(c1cc(N(CC)CC)ns1)c1nccn1C=C
→ 4.9%, nt
O=[N+]([O-])c1cc(C(F)(F)F)cc([N+](=O)[O-])c1NCCCN1CCOCC1
→ -0.2%, 8
CCOC(=O)c1oc2cc(O)ccc2c(=O)c1-c1csc(C)n1
→ -0.3%, 7
O=C(CSc1nnc(CNC(=O)c2ccccc2F)o1)Nc1ccc2c(c1)OCO2
→ 0.3%, 5
COc1cccc(-c2nn3c(-c4ccco4)nnc3s2)c1
→ 0.6%, nt
CCOC(=O)c1c(NC(=O)C(C)Sc2cccc[n+]2[O-])sc2c1CCN(Cc1ccccc1)C2 (centres undefined)
→ -5.3%, 3
Cc1ccc(C2C(=O)N(C3CCCC3)CC(=O)N2CC2COc3ccccc3O2)cc1 (centres undefined)
→ 0.3%, -3
Cc1cccc(OCc2nnc(SCC(=O)c3ccccc3)o2)c1
→ -1.9%, nt
Nc1nc(OCC(F)(F)F)cc(Oc2ccccc2F)n1
→ -5.7%, 4
O=C(Nc1ncccn1)c1cc([N+](=O)[O-])cc([N+](=O)[O-])c1
→ 3.0%, 47
O=C(CCN1CCC(c2ccccc2)C1)c1cccs1 (centres undefined)
→ 0.9%, nt
CCN(CC)C(c1ccc(C)cc1)c1nnnn1C1CCCCC1 (centres undefined)
→ 2.0%, 4
CCC(CC)NC(=O)c1oc2ccccc2c1COc1ccccc1
→ 5.0%, 9
CC(C)(C)c1cc(NS(=O)(=O)c2ccc3c(c2)OCCO3)on1
→ 7.1%, 8
O=C(OCc1cc(=O)n2c(n1)sc1ccccc12)c1cccc(O)c1
→ 6.0%, 6
CCn1ccc(C(=O)NC2=C(C#N)CCC2)n1
→ 2.4%, ?
Cc1ccc(N=Nc2ccc(N)cc2C)c(S(N)(=O)=O)c1
→ 3.4%, nt
CC(=NCCc1ccccc1)C1=C(O)CCC1=O
→ -2.1%, nt
Cc1ccc(-c2csc(NC(=O)C3=COCCO3)n2)cc1
→ -2.3%, 17
COc1ccc(NS(=O)(=O)c2ccc(C)c(NC(=O)NC3CCCCC3)c2)cc1
→ -0.2%, 2
CC1=CC(C)(C)N2C(=O)C3(NCCc4c3[nH]c3ccccc43)c3cccc1c32 (centres undefined)
→ 3.1%, -37
Cc1[nH]c2ccccc2c1C1C(c2ccccc2)=NN=C(C(C)C)N1O (centres undefined)
→ 5.1%, -14
CCOC(=O)c1c(N)sc(C(=O)OCCOC)c1C
→ -1.7%, 10

Pulled by compound from above, 6 records:
Below each SMILES – M. tuberculosis GlmU, RmlCD inh 1536
Cc1[nH]c2ccccc2c1C1C(c2ccccc2)=NN=C(C(C)C)N1O (centres undefined)
→ 5.1%, -14
CCOC(=O)c1c(N)sc(C(=O)OCCOC)c1C
→ -1.7%, 10
Cc1ccc(N=Nc2ccc(N)cc2C)c(S(N)(=O)=O)c1
→ 3.4%, nt
O=C(Nc1ncccn1)c1cc([N+](=O)[O-])cc([N+](=O)[O-])c1
→ 3.0%, 47
CC(C)(C)c1cc(NS(=O)(=O)c2ccc3c(c2)OCCO3)on1
→ 7.1%, 8
Nc1nc(OCC(F)(F)F)cc(Oc2ccccc2F)n1
→ -5.7%, 4

(list continues)
Below each SMILES – M. tuberculosis GlmU, RmlCD inh 1536
CC(=O)c1cccc(NC(=O)N2C3CCC2CC(O)(c2cccnc2)C3)c1 (centres undefined)
→ 5.2%, 15
CCOC(=O)N1CCC(NC(=O)c2cc(S(=O)(=O)NCCc3ccccc3)ccc2F)CC1
→ 0.6%, nt
CCn1c(=O)c(C(=O)NCCCO)c(O)c2ccccc21
→ -4.2%, -8
O=C(CSc1nc2ccccc2c(=O)n1Cc1ccco1)N1CCN(c2ccccc2)CC1
→ -0.8%, 15
O=C(CCc1ccccc1)Nc1cccnc1Cl
→ 3.0%, nt
CCc1ccc2c(c1)C(c1ccc(N3CCOCC3)cc1)=NNC(c1ccncc1)=N2
→ -2.9%, -14
CN1CCc2c(sc3nc(NN)n(Cc4ccccc4)c(=O)c23)C1
→ 1.0%, -6
CCOC(=O)c1c(C)[nH]c(-c2csc(C)n2)c1C
→ -3.2%, 5
O=C(Cc1ccccc1)Nc1nnc(-c2ccco2)s1
→ -0.7%, -7
COc1ccc(S(=O)(=O)N2CCOCC2)cc1NC(=O)c1ccccc1-c1ccc(C(F)(F)F)cc1
→ 0.3%, -12
COc1ccc(NC(=S)NCC2CCN(c3ccc(OC)cc3)C2)cc1 (centres undefined)
→ -9.3%, -11
CNC(=O)c1oc(-c2ccc(Cl)cc2)nc1C
→ -2.2%, -3
CCCCOc1cccc(C(=O)O)c1
→ -4.1%, nt
CCOC1(NC(=O)c2ccccc2)C(C)=CC(=O)C=C1C
→ 2.1%, 7
CCC(=O)Nc1nc(CC(=O)Nc2ccccc2)cs1
→ -4.7%, 1
COc1cccc(NC(=O)CSc2nnc(-c3cc(-c4ccccn4)nc4ccccc34)o2)c1
→ 0.5%, 9
CCN(CC)C1CC(=O)N(c2cccc(C)c2)C1=O (centres undefined)
→ 0.7%, -5
Cc1ccc(-c2cc(-c3ccccc3O)nc(N/N=C/c3cccnc3)n2)cc1
→ -2.9%, -5
O=C1CC(c2ccccc2F)C2=C(COC2=O)N1 (centres undefined)
→ -4.7%, -4
CCC1CCCCN1C(=O)Cn1c(C(=O)OC)cc2ccsc21 (centres undefined)
→ 4.1%, -3
O=C(NCC1CCCN(Cc2ccccc2F)C1)c1cccc(C(F)(F)F)c1 (centres undefined)
→ -5.2%, 8
O=C(c1cc(F)ccc1F)C1CCCN(C(=O)c2ccco2)C1 (centres undefined)
→ 0.5%, -6
Cc1ccc(-c2cc3cccc[n+]3cc2-c2ccc(C)cc2)cc1
→ -2.1%, 7
O=c1ccn(Cc2ccccc2)cc1
→ 1.2%, nt
C=CCNc1nnc(SC2CC(=O)N(c3ccc(OC)cc3)C2=O)s1 (centres undefined)
→ 0.6%, nt
Cc1nc2c(oc3ccc(Cl)cc32)c(=O)[nH]1
→ 0.2%, ?
COC(=O)CC/C(C)=N\Nc1ccc([N+](=O)[O-])cc1[N+](=O)[O-]
→ -2.6%, 5
CC1(C)CC(=O)C2=C(C1)N(Cc1ccco1)C(=O)C2(O)C(F)(F)F (centres undefined)
→ 3.8%, 4
CCC(C)NC(=O)CC(NS(=O)(=O)c1ccc(C)cc1)c1ccc(OC)cc1 (centres undefined)
→ -0.5%, -7
CCOc1ccc(S(=O)(=O)NCC2CCCO2)cc1 (centres undefined)
→ -4.7%, 14
Cc1ccccc1C(O)c1ccccn1 (centres undefined)
→ -0.5%, -6
O=C(COC(=O)c1cccnc1Cl)c1ccc(F)cc1
→ -5.1%, 9
Cc1ccc(C(=O)NNc2cc(=O)n(C)c(=O)n2C)cc1C
→ 0.6%, 9
CCCn1c(SCC(=O)NCc2ccco2)nnc1-c1ccncc1
→ 2.2%, 2
CCOC(=O)CSc1nc(N)cc(=O)[nH]1
→ -2.5%, nt
CCOC(=O)c1[nH]c(C(=O)O)c(OC(=O)CC)c1C
→ nt, 6
Cc1ccc(CCNc2ccccc2C)cn1
→ 2.4%, 1
Cc1ccc(S(=O)(=O)CC(=O)Nc2ccc(Cl)cn2)cc1
→ -2.5%, 9
O=C(CNC(=O)c1ccccc1)OCc1cccc([N+](=O)[O-])c1
→ 9.0%, 2
COc1ccc(C2=NN(CN3C(=O)C(=O)c4ccccc43)C(c3ccc(C)cc3)C2)cc1 (centres undefined)
→ -0.7%, -8
CCCCCCN=CC1=C(O)CC(C)(C)CC1=O
→ 1.6%, nt
O=C(CCC(=O)NNc1nc2ccccc2c2nc(-c3ccccc3)nn12)NCCCN1CCOCC1
→ 0.2%, -14
CC(C)NC(C(=O)Nc1cc(Cl)cc(Cl)c1)c1ccccc1 (centres undefined)
→ 2.7%, -7
Cc1nc2cc(NC(=O)N3CCCC3)ccc2n1C
→ -8.6%, 8
N#Cc1nc(Cc2ccccc2)oc1N1CCN(c2ccccc2)CC1
→ 0.9%, 9
Cc1occc1-c1nc(-c2ccccn2)no1
→ 1.1%, nt
CCOC(=O)c1ccccc1NC(=O)CN(c1ccc(OCC)cc1)S(C)(=O)=O
→ -3.2%, -8
CCCC1O[C@@H]2C[C@H]3[C@@H]4CCC5=CC(=O)C=C[C@]5(C)[C@H]4[C@@H](O)C[C@]3(C)[C@]2(C(=O)CO)O1 (some centres undefined)
→ -2.0%, nt

A portion of the library; count on the stated rates, not on these rows.
